Nrf2 activator – Nrf2 pathway activation | hit rate 0.31% among 410,000 | Potency, µM (doses to about 46.1 µM), for inactives: at the top dose activation, actives largely listed as activators | AREc32 ARE-luciferase reporter (MCF7-derived line), luminescence, 24 h; note: % of control where 0% means no effect; nearly all actives have a fitted effect of over 65% in size
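Cells of the AREc32 ARE-luciferase line are plated in OPTI-MEM containing 5% FBS and left overnight at 37 deg C. Compounds are pinned in, incubation continues 24 hr, and firefly luciferase signal is then measured.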
EPAC2 antag – antagonists of human EPAC2. hit rate 0.18% among 360,000. Potency, µM (doses to about 114 µM), for the others: at the highest dose activity, negative = inhibition, usual class: inhibitors. Q8WZA2. EPAC2 GEF exchange of Rap1B-BODIPY-GDP, fluorescence; note: % is set by controls: 0 for no effect and ±100 for the full control effect; nearly all actives have a fitted effect of over 45% in size; many of its hits are not listed in these tables
Target sequence (Q8WZA2 whole entry, looked up): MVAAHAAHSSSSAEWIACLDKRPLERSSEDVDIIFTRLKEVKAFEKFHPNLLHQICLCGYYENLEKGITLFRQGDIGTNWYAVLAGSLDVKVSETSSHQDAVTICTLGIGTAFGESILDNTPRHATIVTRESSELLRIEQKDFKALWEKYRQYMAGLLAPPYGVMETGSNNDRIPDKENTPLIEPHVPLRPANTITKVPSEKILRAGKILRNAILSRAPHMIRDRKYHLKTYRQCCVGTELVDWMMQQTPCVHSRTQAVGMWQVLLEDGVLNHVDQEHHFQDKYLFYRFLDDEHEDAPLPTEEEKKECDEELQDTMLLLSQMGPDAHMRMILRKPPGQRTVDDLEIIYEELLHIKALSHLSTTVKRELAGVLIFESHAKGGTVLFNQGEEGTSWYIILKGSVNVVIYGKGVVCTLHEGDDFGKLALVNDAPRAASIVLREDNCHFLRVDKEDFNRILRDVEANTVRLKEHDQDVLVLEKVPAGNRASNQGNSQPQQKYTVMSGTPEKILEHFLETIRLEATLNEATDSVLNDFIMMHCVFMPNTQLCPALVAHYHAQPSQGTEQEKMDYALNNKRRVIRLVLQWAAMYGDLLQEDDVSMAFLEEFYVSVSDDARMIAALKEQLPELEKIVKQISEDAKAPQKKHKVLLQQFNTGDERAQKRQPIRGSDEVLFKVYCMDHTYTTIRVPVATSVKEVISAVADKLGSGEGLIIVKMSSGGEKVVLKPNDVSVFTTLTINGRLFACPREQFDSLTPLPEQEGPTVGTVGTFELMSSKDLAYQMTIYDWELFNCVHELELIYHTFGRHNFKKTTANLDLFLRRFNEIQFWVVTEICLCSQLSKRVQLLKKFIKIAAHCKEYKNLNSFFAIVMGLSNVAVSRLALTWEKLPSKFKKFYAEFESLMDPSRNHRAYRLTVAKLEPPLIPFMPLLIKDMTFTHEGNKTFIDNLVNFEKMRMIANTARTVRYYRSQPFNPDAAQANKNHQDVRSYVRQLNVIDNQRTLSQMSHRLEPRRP
MCF10A rereplic – DNA re-replication induction in MCF 10a cells | MCF 10A DNA re-replication, Hoechst nuclear intensity, 48 h | Potency, µM (doses to about 46.1 µM), without a hit: at the highest dose activity, positive = re-replication, hits mostly activators | hit rate 2.9% among 350,000; note: % of control where 0% means no effect; nearly all actives have a fitted effect of over 50% in size
ATXN2 expr inh – ATXN2 expression inhibition. HEK-293 ATXN2-luciferase reporter, luminescence, 24 h. hit rate 0.72% among 360,000. Potency, µM (titrated, usually from 57 µM), without a hit: at the highest dose activity change, negative = inhibition, hits mostly inhibitors; note: % is set by controls: 0 for no effect and ±100 for the full control effect; nearly all actives have a fitted effect of over 55% in size
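ATXN2-luciferase reporter cells (luciferase flanked by upstream and downstream ATXN2 gene portions) were treated 24 h at 37 °C with compounds at up to 57 uM. SteadyGlo luminescence gave expression; GF-AFC fluorescence gave viability.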
Nrf2 inh – Nrf2 pathway inhibition. A549 ARE-Fluc reporter, luciferase luminescence, 18-24 h. Potency, µM (series often up to 46 µM), for the others: at the highest dose activity change, negative = inhibition, hits mostly inhibitors. hit rate 2.1% among 360,000; note: % is set by controls: 0 for no effect and ±100 for the full control effect; nearly all actives have a fitted effect of over 60% in size
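Nrf2 function is reported as luminescence of an ARE-controlled luciferase in A549 cells. Compounds were tested at several concentrations, and a CellTiter-Fluor read on the same wells flagged cytotoxicity.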
HepG2 viability – kills HepG2 cells in TGF-b inhibitor counter-screen; hit rate 0.76% among 410,000; Potency, µM (titrated, usually from 46.1 µM), for the others: at the top dose activity change, negative = cytotoxicity, most hits filed as cytotoxic; HepG2 CAGA-GFP viability, ATP luminescence, 18 h; note: some results filed as inactive show a strong effect at the top dose
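CellTiter-Glo luminescence gave cytotoxicity after 18 hours at 37 degrees C. The cells were HepG2 CAGA-GFP in 1% FBS DMEM, stimulated with 500 pg/mL TGF-beta after compound addition. %Activity was normalised to no-cell wells (complete cell-killing) and DMSO (no toxicity), and curves were fitted and classified.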
TGFb inhibitor – blocks TGF-b signaling | HepG2 CAGA-GFP TGF-b/SMAD3 reporter, GFP fluorescence, 18 h; TGF-beta stimulated, 500 pg/mL final | Potency, µM (top dose mostly 46.1 µM), without a hit: top-dose activity, negative = inhibition, hits mostly inhibitors | hit rate 1.2% among 410,000; note: % is set by controls: 0 for no effect and ±100 for the full control effect; nearly all actives have a fitted effect of over 65% in size
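Cell-based qHTS in HEPG2 carrying a CAGA-GFP Smad reporter; compounds added before 500 pg/mL final TGF-beta, 18 h incubation at 37 degrees C, GFP fluorescence quantified per cell by imaging cytometry.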
A549 viability – kills or reduces viability of A549 cells in Nrf2 counter-screen; hit rate 0.16% among 390,000; Potency, µM (titrated, usually from 46 µM), without a hit: at the highest dose activity change, negative = cytotoxicity, hits mostly inhibitors; AID 504648; A549 ARE-Fluc cells, CellTiter-Fluor viability, 18-24 h; note: % is set by controls: 0 for no effect and ±100 for the full control effect
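A549 ARE_Fluc cells in 5% FBS OPTI-MEM were exposed to compounds in concentration-response for 18-24 h at 37 deg C. Viability was read by CellTiter-Fluor fluorescence (Ex 405/Em 525) after 30 min, before the luciferase read.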
ATXN viability – viability counter-screen for ATXN expression inhibitors; hit rate 0.49% among 400,000; Potency, µM (titrated, usually from 56.7 µM), usual class: cytotoxic; S2 cells (HEK-293 line with an ATXN2-luciferase reporter) viability, CellTiter-Fluor protease fluorescence, 24 h; note: nearly all actives have a fitted effect of over 40% in size
An asterisk follows results filed as active; i = inactive; ? = inconclusive; . = no result given; & = joins results of further samples; [ ] = another dose, or the depositor's remark. Calls come from the whole dose curve; as a rule, active = well fitted curve in the direction sought with a large enough effect; inconclusive = small, poorly fitted or top-dose-only effect, or another doubt; inactive = no such curve, though single readings can be large; an effect the other way counts as inactive or inconclusive. Potency is the fitted concentration of half-maximal effect.

SMILES	Nrf2 activator	EPAC2 antag	MCF10A rereplic	ATXN2 expr inh	Nrf2 inh	HepG2 viability	TGFb inhibitor	A549 viability	ATXN viability
CN(c1ccc(Cl)cc1)S(=O)(=O)c1nnc(NC(=O)c2ccco2)s1	4.0%&7.1%	-23.9%	-0.7%	4.6%	?	11.3%&-22.1%	?	0.3%&10.9%	i
Cc1nc(=O)c(-c2ccccc2)c(C)n1-c1ccc(O)cc1	-0.1%	-0.5%	3.2%	4.1%	2.5%	11.7%	14.5%	-9.6%[1.84 µM]	i
NS(=O)(=O)c1ccc(NC(=O)C2Cc3ccccc3C(=O)O2)cc1 (centres undefined)	2.2%	13.7%	20.3%	-12.0%	-22.0%	-5.3%	-6.3%	5.6%	i
Cc1[nH]c2ccccc2c1C(=O)CSC(=S)N1CCOCC1	9.1%	-0.8%	2.6%	36.8%	12.7%	-23.3%	17.3%	4.5%	i
CCCCCCN1C[C@H](O)[C@@H](n2cc(COC(=O)c3ccccc3)nn2)C[C@@H]1c1ccccc1	0.4%	5.2%	.	-3.7%	.	-2.8%	-5.0%	.	i
COc1cccc(NC(=O)Nc2cccc(C(=O)O)c2)c1	-2.0%	6.5%	-3.4%	?	?	3.1%	-5.8%	-3.6%	i
CCN(CC)N=Nc1[nH]nc2nc(C)cc(C)c12	0.1%	0.4%	-3.9%	35.0%[activator]	?	-1.4%	0.0%	-7.4%	i
CC(CCc1ccccc1)NC(=O)COC(=O)c1cccs1 (centres undefined)	1.5%	-1.6%	-3.0%	1.5%	3.9%	-0.1%	-1.5%	3.3%	i
COc1cc(C(=O)NCCc2csc3nc(-c4ccccc4C)nn23)cc(OC)c1OC	3.9%	.	.	-7.5%	.	-11.4%	-6.3%	?	i
O=C(Cc1cccs1)Nc1nnc(-c2ccccc2)s1	4.0%	3.9%	0.651µM*	-1.6%	17.9%	0.6%	12.1%	-1.7%	?
CCOC(=O)c1c(C)c(C(=O)N2CCN(C(=O)c3ccco3)CC2)c(C)n1C	-0.2%	-0.7%	2.4%	2.4%	4.8%	-2.1%	8.8%	14.1%	i
O=C(COc1cccc2c1CCNC2=O)Nc1ccc(F)cc1	-0.1%	10.3%	-1.2%	7.6%	?	-1.9%	1.7%	0.2%	?
CC(C)Oc1ccccc1C1NC(=O)CCC1[N+](=O)[O-] (centres undefined)	-0.1%	-1.0%	-5.0%	6.4%	-1.8%	-6.7%	0.0%	0.3%	i
O=C1C=C(NCc2ccc(Cl)cc2)CCC1	-0.1%	-6.8%	5.4%	6.0%	-1.5%	-18.4%	-12.7%	-7.0%	i
Cc1ccc(N2CC(NC(=O)C3CCCC3)CC2=O)cc1 (centres undefined)	0.2%	.	.	.	.	-6.5%	2.5%	5.6%	.
Cc1cc(/C=N/O)c(C)n1-c1cccc(Cl)c1	0.9%	-0.7%	5.7%	-25.5%	-6.1%	-1.9%	-26.1%	-0.2%	i
O=C1CCCc2c1oc1c2CCCC1	0.0%	-7.3%	-22.3%	9.3%	-3.4%	-0.7%	8.9%	-0.5%	i
O=[N+]([O-])c1ccc(N=NNc2ccc([N+](=O)[O-])cc2)cc1	2.5%	1.6%	4.4%	31.2%[activator]	4.4%	7.8%	4.1%	-5.9%	?
Cc1ccc(CNS(=O)(=O)CCNC(=O)c2ccc3c(c2)OCO3)cc1	2.0%	0.6%	2.0%	-9.0%	2.7%	-67.6%	-1.0%	2.3%	i
c1cnc2nc(-c3ccc4c(c3)OCO4)cn2c1	0.8%	-7.4%	-0.3%	-0.7%	?	-4.7%	23.7%	-2.2%	i
CCCCCC[N+](C)(C)CCSSCC[N+](C)(C)CCCCCC	-0.9%	0.9%	5.5%	.	9.3%	-2.4%	4.9%	1.2%	i
CCOC(=O)[C@H]1[C@H]2COc3ccccc3[C@@H]2N2C(=O)c3cc(F)ccc3NC(=O)[C@@]12C	-0.8%	5.1%	0.7%	6.3%	-3.2%	-20.0%	-3.2%	5.2%	i
Cc1ccc(N2CCCCn3c2nc2c3c(=O)n(CC(=O)O)c(=O)n2C)cc1	-0.7%	-1.3%	-11.6%	-14.5%	8.1%	7.5%	4.1%	-2.4%	i
O=C(OCCN1CCCC1)C1(c2ccccc2)CCCC1	-0.1%	13.9%	-2.0%	0.8%	0.3%	11.1%	-5.6%	-11.3%	i

Entries of single compounds from above. Screens in order: Nrf2 activator | EPAC2 antag | MCF10A rereplic | ATXN2 expr inh | Nrf2 inh | HepG2 viability | TGFb inhibitor | A549 viability | ATXN viability
Listed for O=C(OCCN1CCCC1)C1(c2ccccc2)CCCC1 → -0.1% | 13.9% | -2.0% | 0.8% | 0.3% | 11.1% | -5.6% | -11.3% | i
Listed for O=C1CCCc2c1oc1c2CCCC1 → 0.0% | -7.3% | -22.3% | 9.3% | -3.4% | -0.7% | 8.9% | -0.5% | i
Listed for Cc1ccc(CNS(=O)(=O)CCNC(=O)c2ccc3c(c2)OCO3)cc1 → 2.0% | 0.6% | 2.0% | -9.0% | 2.7% | -67.6% | -1.0% | 2.3% | i
Listed for CCOC(=O)c1c(C)c(C(=O)N2CCN(C(=O)c3ccco3)CC2)c(C)n1C → -0.2% | -0.7% | 2.4% | 2.4% | 4.8% | -2.1% | 8.8% | 14.1% | i
Listed for COc1cccc(NC(=O)Nc2cccc(C(=O)O)c2)c1 → -2.0% | 6.5% | -3.4% | ? | ? | 3.1% | -5.8% | -3.6% | i

Next compounds:
SMILES	Nrf2 activator	EPAC2 antag	MCF10A rereplic	ATXN2 expr inh	Nrf2 inh	HepG2 viability	TGFb inhibitor	A549 viability	ATXN viability
Cc1ccc(CN(C(=O)COc2ccccc2[N+](=O)[O-])c2ccccn2)cc1	3.1%	.	.	-4.5%	?	-2.2%	-25.1%	11.4%	?
COC(=O)c1nnn(CC(=O)NC(=O)Nc2ccc(F)cc2)c1C(=O)OC	-1.2%&0.1%	12.3%	-33.1%[inhibitor]	-5.7%&-11.1%	-9.8%[9.27 µM]	-31.8%&2.2%	?	0.0%&-0.6%	i
CNc1c(NS(=O)(=O)c2cc(OC)ccc2OC)c(=O)oc2ccccc12	0.2%	-11.8%	3.9%	-0.4%	-5.9%	-0.2%	18.2%	-2.9%	i
CCN(C(=O)CSc1nnnn1C)c1c(N)n(Cc2ccccc2)c(=O)[nH]c1=O	-0.4%	-3.4%	-4.1%	4.8%[11.3 µM]	6.3%	6.5%	-1.0%	0.5%	i
Cn1ccnc1SCC(=O)c1c[nH]c2ccccc12	-0.3%	-14.8%	-2.2%	-18.8%	?	-12.8%	-11.4%	1.1%	i
CN(Cc1ccccc1)S(=O)(=O)c1ccc(Cl)nc1	0.0%	5.9%	5.5%	4.8%	-4.1%	3.3%	21.1%	-5.4%	i
Cc1ccc(-c2csc3ncnc(SCC(=O)Nc4nnc(C)s4)c23)cc1	-0.1%	19.1%	?	1.4%	?	-1.6%	-0.6%	-17.9%	i
O=C1C2CC=C(Cl)CC2C(=O)N1CCc1c[nH]c2ccccc12 (centres undefined)	3.9%	-4.7%	-5.1%	16.6%	19.7%	-4.5%	-18.8%	1.7%	i
Cc1ccc(F)c(S(=O)(=O)NC(=O)C2(C)CCN2C(=O)CC(c2ccccc2)c2ccccc2)c1 (centres undefined)	-0.8%	-3.0%	.	7.6%	.	2.1%	1.8%	.	i
O=C(NCC1CCCO1)c1ccc2c(=O)n(CC3CCCO3)c(=S)[nH]c2c1 (centres undefined)	-0.4%	-3.4%	-2.9%	-18.2%	0.4%	-1.0%	1.9%	0.9%	i
OCC1OC(n2nnc3ccccc32)C(O)C(O)C1O (centres undefined)	0.3%	4.0%	-1.4%	0.8%	-17.4%	-0.5%	5.5%	-3.6%	?
COc1cc(NC(=O)c2ccccc2)c(C)cc1NC(=O)CC(CC(=O)O)c1ccccc1 (centres undefined)	2.0%	2.3%	4.5%	12.6%	-2.4%	-2.1%	0.6%	0.2%	i
COc1ccc(CCNC(=O)C(=O)NCC2OCCN2S(=O)(=O)c2ccc3c(c2)OCCO3)cc1 (centres undefined)	0.4%	-3.9%	8.2%	-5.4%	9.2µM*	-32.3%	0.0%	-22.0%	i
O=C(Cc1ccc(Br)cc1)Nc1ccccc1Sc1ccccc1	-0.4%	-3.5%	29.6%	-22.0%	?	-14.8%	-9.9%	1.2%	i
CCCN(C(=O)CSc1nc(C2CC2)n(-c2ccccc2)n1)C1CCS(=O)(=O)C1 (centres undefined)	-1.0%	3.1%	1.4%	3.2%	-29.3%	-7.3%	-9.7%	2.5%	i
CC1(C)Cc2c(c(-c3ccco3)[nH]c(=O)c2C#N)CO1	0.3%	0.7%	-0.2%	1.8%	-4.8%	-0.7%	-38.5%	-15.1%	i
COCCCN1C(=O)c2ccc(C(=O)NCc3ccco3)cc2C1=O	0.2%	3.7%	-3.1%	1.6%	-0.8%	6.3%	-7.8%	-8.9%	?
COC(=O)c1ccc(-c2sc3nc(N4CCOCC4)c4c(c3c2N)CC(C)(C)OC4)o1	0.4%	0.1%	?	0.0%	4.3%	1.7%	-1.5%	13.3%	.
Cc1cccc(NC(=O)c2ccco2)c1C	4.5%	29.9%	0.5%	3.0%	1.3%	2.7%	17.7%	4.7%	i
Cc1ccc2cc(CCNC(=O)C(C)C)c(=O)[nH]c2c1C	-0.5%	-7.9%	-3.6%	20.6%	5.0%	3.7%	2.2%	0.8%	i
CCCCOC(=O)CSc1nnc(-c2ccc(C)cc2)o1	-2.7%	.	.	-35.3%	-33.1%	-4.2%	0.4%	2.9%	i
O=C(COC(=O)C1CCC(=O)N1)Nc1cc(Cl)ccc1Cl (centres undefined)	-0.1%[9.22 µM]	0.3%	-5.5%	-1.4%	12.3%	11.9%	-5.3%	1.4%	i
CCc1cc(C(=O)NC(C)C2CCCO2)cs1 (centres undefined)	1.7%	5.1%	0.7%	17.4%	19.2%	6.8%	?	-0.7%	i
CC1(O)N(Cc2ccccc2)C(=O)OC12CCCCC2 (centres undefined)	-0.1%	13.7%	-5.9%	1.6%	?	-56.6%	-1.0%	1.0%[1.84 µM]	i
O=C(COC(=O)CN=C1NS(=O)(=O)c2ccccc21)Nc1ccccc1OC(F)F	-0.8%	13.6%	17.4%	7.6%	3.9%	-30.2%	-6.6%	0.2%	i
CCCCn1c(CN(C)Cc2ccccc2)nc2c1c(=O)n(C)c(=O)n2C	0.1%	3.8%[57.1 µM]	15.3%	-24.4%	?	-20.0%	?	-1.9%	i
Cc1c(N)cccc1N	-0.3%	-4.9%	0.3%	-7.9%	5.6%	-9.1%	-3.3%	-4.3%	i

An excerpt, so the mix of outcomes need not match the whole.
